# Compound activity deposited in PubChem by several laboratories.
# NOD1 NF-kB reporter – NOD1 signaling inhibitors, primary screen, cell-based, luminescence, uHTS (AID 1578); NOD1-driven NF-kB luciferase reporter cells, luminescence; higher % means a stronger effect; one-dose inhibition, % at 4 µM; EC50 in µM for titrated hits; hit rate 1% among 290,000; in the data active means inhibition mostly above about 36%, no sharp cut-off; inactive means mostly below about 34%;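 further: HEK-293T reporter cells stimulated with the NOD1 agonist gamma-tri-DAP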
# Salmonella PhoP GFP – inhibitors of PhoP regulon expression, primary screen, Salmonella Typhimurium, GFP reporter (AID 1863) | inhibition, % at 50 µM, or IC50 in µM where a hit was titrated | hit rate 0.16% among 300,000 | S. Typhimurium PhoP-regulated promoter GFP reporter, 4 h; higher % means a stronger effect;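 active means inhibition over 29.93%, a cutoff 3 SD above the screen mean, later confirmed by dose response; inconclusive means inhibition over 29.93% but no dose response follow-up; inactive means inhibition at most 29.93% or unconfirmed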;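 further: 0% = low Mg2+ inducing control and 100% = high Mg2+ repressing control; strong numbers were not always called active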
# SIAH1 antagonists – Siah-1 peptide-binding antagonists, primary screen, biochemical, fluorescence polarization, rhodamine-plectin, uHTS (AID 1817) | E3 ubiquitin-protein ligase SIAH1 (Homo sapiens) | Siah-1 / rhodamine-plectin peptide fluorescence polarization; higher % means a stronger effect | one-dose displacement, % at 20 µM; IC50 in µM for titrated hits | hit rate 0.02% among 290,000;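 active means displacement of at least 50% at 20 µM, with a fluorescence ratio check between 0.3 and a set limit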;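 further: plate controls were Siah plus tracer with DMSO for no effect and tracer alone without Siah for full effect; strong numbers were not always called active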
# HIV fusion peptide – inhibitors of HIV fusion peptide binding, primary screen, biochemical, uHTS, fluorescence dequenching (AID 1986). cell-free peptide binding, fluorescence dequenching, 30 min; higher % means a stronger effect. inhibition, % at 20 µM, or IC50 in µM where a hit was titrated. hit rate 0.3% among 290,000; in the data active means inhibition mostly above about 52%, no sharp cut-off; inactive means mostly below about 76%; further: some results filed as inactive read as strong as hits
# KOR beta-arrestin-1 – KOR agonists, beta-arrestin recruitment, primary screen, cell-based, luminescence, uHTS (AID 1777); Kappa-type opioid receptor (Homo sapiens); KOR beta-arrestin recruitment, luminescence; higher % means a stronger effect; one-dose activation, % at 10 µM; EC50 in µM for titrated hits; hit rate 0.02% among 280,000; in the data active means activation above about 50%, passing the limit was not always enough; further: a part of the inactive calls stands beside numbers as strong as those of hits
# LYP inhibition – inhibitors of LYP phosphatase, biochemical, fluorescence intensity, uHTS (AID 1779) | hit rate 0.054% among 290,000 | inhibition, % at 11.5 µM; hits with a dose series show IC50 in µM | recombinant LYP phosphatase, fluorescence intensity; higher % means a stronger effect | Tyrosine-protein phosphatase non-receptor type 22 (Homo sapiens);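 further: plate controls were vehicle with enzyme for no effect and no enzyme for full effect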
# KOR beta-arrestin-2 – KOR antagonists, beta-arrestin recruitment, cell-based, luminescence, uHTS (AID 1778); Kappa-type opioid receptor (Homo sapiens); inhibition, % at 10 µM, or IC50 in µM where a hit was titrated; hit rate 0.091% among 290,000; KOR beta-arrestin recruitment, luminescence, antagonist mode; higher % means a stronger effect; further: strong numbers were not always called active
# NOD2 inhibition – NOD2 signaling inhibitors, cell-based, luminescence, uHTS, HEK293 (AID 1566). HEK293 NOD2/NF-kB luciferase reporter, luminescence; higher % means a stronger effect. one-dose inhibition, % at 4 µM; EC50 in µM for titrated hits. hit rate 0.63% among 290,000; further: many of its hits are not listed in these tables
# Myeloid diff 2 – induction of myeloid progenitor differentiation, primary screen, cell-based, flow cytometry, MLPCN library; ER-HoxA9 myeloid progenitors, lysozyme-GFP differentiation; calls only at 10 µM; hit rate 1% among 360,000;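 active means normalized GFP-positive differentiation at or above the plate's own cutoff, the solvent-only control mean plus 3 SD; inconclusive means no clear call, values can overlap the other calls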;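 further: cells exposed to compound for four days before flow analysis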
# Myeloid diff 2 GFP+ MAC1+ % – further read-out of Myeloid diff 2, marked with its call; GFP+ MAC1+ double positive, %; measured here: differentiation confirmed by MAC1 staining
# Numbers without * were called inactive; i = inactive; ? = inconclusive; . = no result given; + = active, no number; [ ] = remark or other dose. Unless noted, no stated cut-off is given here; in the data, active means inhibition above about 50%; inactive means the rest.
SMILES,NOD1 NF-kB reporter,Salmonella PhoP GFP,SIAH1 antagonists,HIV fusion peptide,KOR beta-arrestin-1,LYP inhibition,KOR beta-arrestin-2,NOD2 inhibition,Myeloid diff 2,Myeloid diff 2 GFP+ MAC1+ %
C=C1CSc2nc(=O)c3c(C)c(C)sc3n21,-34%,-2%,3%,0.0%,2.4%,2%,13%,0%,i,0.4
CCCSc1nnc(NC(=O)c2nc(SC)ncc2Cl)s1,-10%,-15%,-2%,-0.8%,9.2%,0%,-62%,13%,i,0.5
COC(=O)c1ccc(COC(=O)c2ccccc2OC)cc1,-11%,-7%,3%,-0.2%,-4.0%,-4%,16%,10%,i,0.0
C=CCNC(=S)N1CCN(c2ccccc2Cl)CC1,10%,7%,-5%,-2.0%,0.6%,0%,38%,10%,i,0.6
CC(C)(C)C1CCC(=NNC(=O)c2ccco2)CC1 (stereo not drawn),31%,8%,-3%,-1.0%,7.5%,-8%,-26%,23%,i,0.9
COc1ccccc1-c1cc(C(F)(F)F)nc(N2CCCC2)n1,7%,-4%,-5%,-0.1%,6.6%,4%,-31%,-6%,i,0.9
CCCC(=O)Nc1ccc(C(=O)Nc2cccc(OC)c2)cc1,41%,-8%,1%,-1.7%,-3.2%,-5%,-1%,-6%,i,0.4
CC1CCN(c2ccc3nnc(CCC(=O)N4CCCCC4)n3n2)CC1,-18%,-3%,1%,-0.3%,-1.5%,-1%,-26%,5%,?,.
O=C(NC(Cc1c[nH]c2ccccc12)C(=O)O)/C(=C\c1ccc2c(c1)OCO2)NC(=O)c1ccccc1 (stereo not drawn),-4%,3%,-4%,-0.3%,6.3%,-6%,33%,-6%,i,0.3
CCCCN(C(=O)Cn1nnc2ccccc21)C(C(=O)NCCOC)c1ccc(OC)cc1OC (stereo not drawn),6%,-8%,4%,0.4%,-4.3%,-1%,28%,3%,i,0.7
CCOc1cc(/C=C\c2[nH]c(=O)[nH]c(=O)c2[N+](=O)[O-])ccc1OC(C)CC (stereo not drawn),6%,-30%,-1%,-2.9%,1.3%,-1%,14%,-15%,.,.
COC(=O)c1ccc(COc2ccc(NC(C)=O)cc2)o1,2%,-4%,0%,-0.3%,1.1%,-5%,9%,12%,i,0.3
O=C1c2ccccc2C(=O)N1CCc1nc2ccccc2c(=O)n1Cc1ccco1,14%,9%,-2%,-0.9%,4.8%,-5%,12%,16%,i,1.0
C=CCOc1ccc(-c2nc3c(c(=O)[nH]c(=O)n3CCCC)n2C)cc1Br,-34%,4%,4%,0.0%,0.0%,-8%,-19%,-6%,i,0.3
COC(=O)C1CCN(S(=O)(=O)Cc2ccccc2)CC1,-28%,-4%,0%,1.7%,-2.5%,-3%,31%,-3%,i,14
CCOc1cccc2sc(NC(=O)CCS(=O)(=O)c3ccccc3)nc12,.,-7%,-1%,0.3%,15%,-6%,-22%,.,?,.
CC(NC(=O)c1ccnc(C(C)(C)C)c1)c1ccccc1 (stereo not drawn),17%,5%,0%,3.3%,2.4%,-8%,-6%,4%,i,1.6
O=[N+]([O-])c1ccc(-c2cn(-c3ccccc3)c(=S)[nH]2)cc1,-28%,2%,0%,2.1%,-0.2%,1%,24%,-78%,i,0.3
CC(NCCOCCOc1ccccc1)c1ccccc1 (stereo not drawn),-28%,0%,7%,-0.2%,4.4%,5%,13%,-7%,i,0.1
COc1ccc(OC)c(/C=N\NC(=O)c2ccc(-c3ccccc3)cc2)c1,-32%,-7%,6%,0.6%,1.1%,-2%,6%,18%,i,1.1
NC(=O)c1ccccc1NC(=O)Nc1cccc2ccccc12,-5%,-3%,1%,5.4%,-3.1%,-9%,6%,2%,?,.
CCOC(=O)/C(C(=O)Nc1ccc(Br)cc1)=C1/NC(C)(C)Cc2ccccc21,-35%,-4%,-1%,1.3%,10%,0%,-6%,-42%,i,0.7
COc1ccc(CCNC(=O)c2ccc(CNS(=O)(=O)c3ccc(C(C)(C)C)cc3)cc2)cc1OC,-23%,4%,-3%,3.1%,13%,12%,13%,-21%,i,0.9
N#Cc1c(-c2ccccc2)ccn(Cc2cccc(Cl)c2)c1=O,2%,44%,4%,1.1%,0.6%,-4%,3%,-15%,i,2.3
CCc1ccc2nc(N)sc2c1,-34%,1%,0%,-1.3%,-1.9%,0%,1%,-45%,i,0.2

# Overlap with the part before: five entries, then new ones.
SMILES,NOD1 NF-kB reporter,Salmonella PhoP GFP,SIAH1 antagonists,HIV fusion peptide,KOR beta-arrestin-1,LYP inhibition,KOR beta-arrestin-2,NOD2 inhibition,Myeloid diff 2,Myeloid diff 2 GFP+ MAC1+ %
NC(=O)c1ccccc1NC(=O)Nc1cccc2ccccc12,-5%,-3%,1%,5.4%,-3.1%,-9%,6%,2%,?,.
CCOC(=O)/C(C(=O)Nc1ccc(Br)cc1)=C1/NC(C)(C)Cc2ccccc21,-35%,-4%,-1%,1.3%,10%,0%,-6%,-42%,i,0.7
COc1ccc(CCNC(=O)c2ccc(CNS(=O)(=O)c3ccc(C(C)(C)C)cc3)cc2)cc1OC,-23%,4%,-3%,3.1%,13%,12%,13%,-21%,i,0.9
N#Cc1c(-c2ccccc2)ccn(Cc2cccc(Cl)c2)c1=O,2%,44%,4%,1.1%,0.6%,-4%,3%,-15%,i,2.3
CCc1ccc2nc(N)sc2c1,-34%,1%,0%,-1.3%,-1.9%,0%,1%,-45%,i,0.2
CCOC(=O)N1CCC(N(CCOC)C(=O)Nc2ccc(C)c(C)c2)CC1,-36%,-1%,1%,3.1%,0.3%,-12%,-25%,5%,i,6.8
Cn1c(C(F)(F)F)nc2c(=O)oc3ccccc3c21,-6%,3%,-4%,-1.3%,2.8%,2%,-23%,8%,i,1.3
COc1ccc(-c2cc(=NC(CC(C)C)C(=O)O)c3cc(C)ccc3o2)cc1 (stereo not drawn),-37%,4%,4%,2.1%,3.2%,-20%,3%,-62%,i,0.0
Cc1nc(CCNC(=O)CC2C(=O)NCCN2Cc2ccoc2)nc2c1CCCC2 (stereo not drawn),-46%,6%,2%,0.6%,-1.8%,3%,-7%,4%,i,0.3
COc1ccc(-c2nn(-c3ccccc3)cc2C(=O)O)cc1N,-28%,-4%,2%,-0.3%,0.2%,-8%,-37%[20 µM],3%,i,0.9
CCC(C)NCCOc1ccc(C(C)(C)c2ccccc2)cc1 (stereo not drawn),37%,8%,0%,-0.9%,12%,-13%,-104%[20 µM],-14%,i,0.5
O=C(Nc1ccccc1Cl)c1ccc(-c2ccccn2)s1,-15%,-4%,2%,-1.7%,3.2%,3%,4%,-5%,i,0.3
O=C(CSc1nc2ncc(Cl)cc2[nH]1)c1c[nH]c2ccccc12,3%,-11%,-7%,3.2%,7.1%,-7%,-2%,2%,+,1.0*
COc1ccc(NC(=O)c2cc(-c3cccs3)on2)cc1,-86%,-5%,9%,1.0%,-2.0%,-12%,-38%,-83%,i,0.6
COCCNC(=S)N1CCN(c2nc3ccccc3s2)CC1,17%,8%,-5%,-1.1%,.,-1%,-12%[20 µM],-11%,i,0.9
COc1cccc(-n2c(SCC(=O)Nc3nc4ccccc4s3)nc3ccccc3c2=O)c1,7%,-7%,12%,-0.4%,-3.5%,-3%,21%,40%,.,.
CCN(CC)c1ccc(NC(=O)c2ccc3c(c2)OCO3)c(C)c1,-36%,-7%,1%,-0.4%,-4.6%,-2%,-5%,-4%,i,0.6
COc1ccccc1CCc1nnc(CCC(=O)NCC2CCCO2)o1 (stereo not drawn),-19%,0%,7%,-2.1%,-3.9%,-5%,8%,-4%,i,2.2
Cc1ccc(NS(=O)(=O)c2cccc(C(=O)NN3CCOCC3)c2)cc1,-17%,0%,-5%,-0.7%,-1.6%,-5%,-54%[20 µM],3%,.,.
CCCOc1ccccc1-c1nc2c([nH]1)c(=O)[nH]c(=O)n2C,-30%,-2%,0%,1.2%,-1.1%,-2%,32%,8%,i,0.4
CCOC(=O)C1CN(C(C)(C)C)C(=O)C1=O (stereo not drawn),3%,-12%,4%,-0.4%,-3.9%,-4%,7%,-2%,i,0.2
Cn1c(SCc2cccc(Br)c2)nc2ccccc2c1=O,44%,-1%,-3%,0.3%,0.1%,-4%,-21%,31%,i,0.5
COc1ccc(/C=C(/CC(=O)Nc2ccccc2)c2nc3ccccc3s2)cc1,-28%,9%,14%,3.4%,-3.3%,-1%,0%,-20%,i,1.2
COc1ccc(C2C(CN3CCOCC3)C(=O)N2c2ccccc2)cc1 (stereo not drawn),-20%,0%,-2%,2.2%,-8.9%,-8%,-14%[20 µM],19%,i,0.2
C=CCNC(=S)NNC(=O)c1cc(-c2cccnc2)nc2ccccc12,-41%,7%,-2%,-2.7%,-4.4%,-7%,14%,-19%,i,1.1
COc1cccc(CNc2nc3nc(C)cc(=O)n3[nH]2)c1,-10%,-1%,5%,1.2%,-1.4%,-9%,4%,12%,i,0.6
CCOC(=O)C1=C(C)N=c2s/c(=C\c3ccc(OCC(=O)O)cc3)c(=O)n2C1c1ccc(OC(C)C)cc1 (stereo not drawn),-15%,-36%,25%,16µM*,-0.6%,22%,16%,22%,i,1.0
CC(C)N1CCN(Cc2ccc(-c3ccccc3)cc2)CC1CCO (stereo not drawn),-1%,7%,0%,-0.6%,0.5%,-8%,-6%,-16%,i,0.8
Cn1ncc(Br)c1C(=O)Nc1ccc(Br)cn1,0%,1%,-6%,-3.5%,1.6%,-10%,2%,15%,i,0.7
C/C(=N\NC(=O)c1cc(O)ccc1O)c1cccc(NC(=O)c2cccc(Cl)c2)c1,-16%,8%,-4%,18%,2.5%,-7%,-18%,-11%,i,0.6
CC(=O)c1cccc(NC(=O)CCN2C(=O)C3C4CCC(C4)C3C2=O)c1 (stereo not drawn),6%,1%,-3%,-0.7%,3.2%,-10%,25%,6%,i,0.6

# An excerpt from above in order of count of non-hydrogen atoms, rising.
SMILES,NOD1 NF-kB reporter,Salmonella PhoP GFP,SIAH1 antagonists,HIV fusion peptide,KOR beta-arrestin-1,LYP inhibition,KOR beta-arrestin-2,NOD2 inhibition,Myeloid diff 2,Myeloid diff 2 GFP+ MAC1+ %
CCOC(=O)C1CN(C(C)(C)C)C(=O)C1=O (stereo not drawn),3%,-12%,4%,-0.4%,-3.9%,-4%,7%,-2%,i,0.2
COCCNC(=S)N1CCN(c2nc3ccccc3s2)CC1,17%,8%,-5%,-1.1%,.,-1%,-12%[20 µM],-11%,i,0.9
COc1ccc(-c2nn(-c3ccccc3)cc2C(=O)O)cc1N,-28%,-4%,2%,-0.3%,0.2%,-8%,-37%[20 µM],3%,i,0.9
COc1ccc(C2C(CN3CCOCC3)C(=O)N2c2ccccc2)cc1 (stereo not drawn),-20%,0%,-2%,2.2%,-8.9%,-8%,-14%[20 µM],19%,i,0.2

# Only part of the results is shown. The share of hits here may be higher or lower than overall.
